# E coli growth: E. coli V3065 growth inhibition, primary screen, counter-screen for AddAB inhibitor project, absorbance, OD600 | 18 h | inhibition, % at 11.9 µM | 330,000 compounds, 0.27% hits;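 active means inhibition above the campaign's mean inhibition across all tested compounds plus 3 SD, cut at about 9.9% in these data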;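 further: uninfected addAB+ strain grown without phage in ampicillin broth; 0% = DMSO wells and 100% = ciprofloxacin 0.95 µg/ml wells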
# MOR-DOR inv ag: inverse agonists of MOR-DOR heterodimerization, primary screen, cell-based, luminescence. Mu-type opioid receptor (Homo sapiens) + Delta-type opioid receptor (Homo sapiens), …. cell-based MOR-DOR heterodimer luminescence, inverse agonism. inhibition, % at 9.3 µM. 340,000 compounds, 0.21% hits; in the data active means inhibition above about 22%, passing the limit was not always enough;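 further: 0% = cells with DMSO and 100% = wells without cells with DMSO; values of inactives mirror those of a sister screen read the other way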
# OPRM1-OPRD1 ag: agonists of OPRM1-OPRD1 heterodimerization, primary screen, cell-based, luminescence; cells; Mu-type opioid receptor (Homo sapiens) + Delta-type opioid receptor (Homo sapiens), …; activation, % at 9.3 µM; 340,000 compounds, 0.3% hits; in the data active means activation above about 18%;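 further: 0% = vehicle-treated cells and 100% = reference agonist; values of inactives mirror those of a sister screen read the other way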
# phage Ecoli inh: growth loss of phage-infected E. coli, primary screen, RecBCD inhibitor project, absorbance, with phage, HTS | inhibition, % at 11.9 µM | 360,000 compounds, 0.26% hits | AID 651602, 2012; in the data active means inhibition above about 11%
# Mot1-301 SUMO: yeast Mot1-301 growth rescue at high temperature, primary screen, SUMOylation pathway inhibitor project, S. cerevisiae, ATP luminescence, 38.5C; 320,000 compounds, 1% hits; S. cerevisiae Mot1-301 growth rescue; percent above DMSO median, 100 means doubled; AID 2716, 2010; growth rescue, % at 18.8 µM;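 active means every valid replicate shows activation above 250% relative to neutral control wells; inactive means the rest, any valid replicate at or below 250%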;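 further: OY570 slx delta 5 strain wells were the positive control but not used for scaling; some compounds called inactive have numbers as strong as hits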
# Arr AP2 block: inhibitors of beta-arrestin/AP2 binding, primary screen, biochemical, GPCR trafficking, flow cytometry; AID 504490, 2011; inhibition, % at 10 µM; 340,000 compounds, 0.31% hits; FITC-arrestin peptide / GST-AP2 beads; AP2 beta2 appendage carries R879A mutation; beta-arrestin 1 C-terminal peptide binding to AP2 beta2-adaptin appendage (human);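 active means inhibition above a set limit, near 3 SD of compounds lacking own fluorescence, cut at about 54% in these data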;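 further: plate controls were DMSO wells for no effect and 5 µM unlabelled arrestin peptide for full effect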
#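 Test system: GST-tagged AP2 beta2-adaptin appendage (R879A) on 4 µm glutathione beads; also added: fluorescein-tagged arrestin peptide at 50 nM final; timing: 12 min plus 1 h, RT; signal: flow cytometry, FL1 (488/535 nm); read-out: percent drop in bead-associated FITC signal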
# PKA-R1A activ: activators of PKA-R1A holoenzyme, primary screen, biochemical, fluorescence polarization, Cy5-IP20, bovine R1A, mouse PKAc; 340,000 compounds, 0.083% hits; PKA-R1A dissociation; scaled: DMSO 0%, 113 µM cGMP 100%; activation, % at 11.4 µM; AID 504707, 2011; cAMP-dependent protein kinase type I-alpha regulatory subunit (Bos taurus) + …;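 active means percent activation above the mean of all tested compounds plus 3 SD, cut at about 19% in these data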;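 further: higher means more PKAc released from R1A so a rise in polarization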
# Pemphigus Ab inh: inhibitors of pemphigus antibody binding to DSG3, primary screen, biochemical, bead-based, flow cytometry, scFv-GFP; 310,000 compounds, 0.48% hits; Desmoglein-3 (Homo sapiens), P32926; DSG3-coupled beads, scFv-anti-DSG3-GFP binding; active compounds read low; binding (percent of control), % at 10 µM; AID 588358, 2011;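 active means binding more than 3 SD below its plate's average and above zero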;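 further: hits lower antibody fragment binding to DSG3; some compounds called inactive have numbers as strong as hits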
# Target sequence (P32926 whole entry, looked up, the tested form may be a part): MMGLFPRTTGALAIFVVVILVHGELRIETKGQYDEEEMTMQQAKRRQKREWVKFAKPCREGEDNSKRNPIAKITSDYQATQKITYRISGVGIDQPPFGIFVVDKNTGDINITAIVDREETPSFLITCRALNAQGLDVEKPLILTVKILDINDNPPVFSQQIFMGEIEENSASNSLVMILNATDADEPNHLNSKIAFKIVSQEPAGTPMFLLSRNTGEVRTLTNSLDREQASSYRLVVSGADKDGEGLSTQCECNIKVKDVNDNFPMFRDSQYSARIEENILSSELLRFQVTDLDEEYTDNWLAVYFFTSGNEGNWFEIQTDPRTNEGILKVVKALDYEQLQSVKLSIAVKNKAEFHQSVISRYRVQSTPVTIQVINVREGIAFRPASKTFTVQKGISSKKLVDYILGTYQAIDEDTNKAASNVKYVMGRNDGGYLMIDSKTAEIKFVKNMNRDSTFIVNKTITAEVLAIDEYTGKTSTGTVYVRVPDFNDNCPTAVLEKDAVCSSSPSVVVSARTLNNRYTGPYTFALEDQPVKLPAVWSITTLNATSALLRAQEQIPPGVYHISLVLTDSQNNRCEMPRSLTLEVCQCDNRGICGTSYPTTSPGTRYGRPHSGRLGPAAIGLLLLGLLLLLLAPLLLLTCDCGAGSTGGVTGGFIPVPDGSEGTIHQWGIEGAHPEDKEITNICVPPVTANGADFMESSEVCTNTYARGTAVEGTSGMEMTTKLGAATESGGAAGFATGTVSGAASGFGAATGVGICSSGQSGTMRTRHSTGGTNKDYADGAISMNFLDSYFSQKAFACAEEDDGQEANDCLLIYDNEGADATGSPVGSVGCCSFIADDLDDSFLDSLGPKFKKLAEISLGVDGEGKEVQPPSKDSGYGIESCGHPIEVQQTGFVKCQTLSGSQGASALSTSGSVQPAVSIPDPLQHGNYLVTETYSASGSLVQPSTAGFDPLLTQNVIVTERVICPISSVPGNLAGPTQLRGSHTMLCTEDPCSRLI
# PfHsp90 yeast 2: growth inhibition of PfHsp90-expressing yeast, primary screen, antimalarial PfHsp90 inhibitor project, S. cerevisiae, BacTiter-Glo luminescence, single point, set 2. inhibition, % at 9.4 µM. BacTiter-Glo ATP, 48 h; yeast lacking PDR1 and PDR3 efflux regulators. 310,000 compounds, 0.32% hits;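 active means every replicate shows inhibition above about 80%, whatever the replicate mean, limit read from the data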;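 further: 0% = DMSO neutral controls and 100% = 20 µM radicicol positive controls; yeast relying on Plasmodium falciparum Hsp90 in place of its own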
# AddAB inh: growth inhibition of E. coli expressing H. pylori AddAB, primary screen, AddAB inhibitor project, absorbance; inhibition, % at 11.9 µM; 330,000 compounds, 0.29% hits; AID 435030, 2010; in the data active means inhibition above about 12%;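 further: 0% = vehicle wells of infected cells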
# Tat export inh: E. coli Tat export inhibitors, primary screen, MC4100, TorA-mCherry reporter, fluorescence, single point; AID 488895, 2010; 340,000 compounds, 0.036% hits; inhibition, % at 10 µM;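 active means mean replicate inhibition at least 50% and at least half of replicates individually reaching 50%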;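 further: exported cargo escapes ClpAP degradation while cytoplasmic cargo is degraded and loses fluorescence; 0% = median of neutral control wells and 100% = median of NaSCN control wells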
# * = called active by the depositor; / = not tested or not shown.
SMILES,E coli growth,MOR-DOR inv ag,OPRM1-OPRD1 ag,phage Ecoli inh,Mot1-301 SUMO,Arr AP2 block,PKA-R1A activ,Pemphigus Ab inh,PfHsp90 yeast 2,AddAB inh,Tat export inh
c1ccc(-c2csc(CN3CCCCC3)n2)cc1,/,14,-2.9,2.9,/,-11,1,/,10,/,-7
CC1(C)Cc2ccccc2C(NNC(=O)c2ccccn2)=N1,-3.2,7,-1.3,-0.4,-10,8,3,105,-9,0.7,-7
CCC(=O)c1ccc(OCC(=O)Nc2ccccc2N2CCOCC2)cc1,-1.2,-1,0.3,1.1,-12,10,-4,98,-20,-0.1,-5
COc1ccc(-n2cnc3c(sc4nc(N5CCOCC5)c5c(c43)CCCC5)c2=O)cc1,0.3,2,-0.3,1.3,175,-7,7,98,-14,2.1,8
Cc1ccc(NC(=O)NC2OC(=O)c3ccccc32)cc1 (stereo unspecified),/,7,-1.4,1.8,/,3,18,95,41,/,7
NS(=O)(=O)c1ccc(CNC(=O)c2scc3c2CCCC3)cc1,-0.9,15,-3.0,0.0,19,-7,8,115,/,-1.5,-1
COc1ccc(CSCCNC(=S)Nc2ccccc2)cc1Cl,0.5,-11,2.1,0.1,5,-1,-14,96,-30,3.1,6
CC(=NNC(=O)Cn1ccc(C(F)(F)F)n1)c1ccc(-n2ccnc2)cc1,-0.7,-11,2.3,2.7,14,-6,2,94,/,0.4,0
CCCCOC(=O)c1ccc(NC(C)=O)cc1,-1.3,6,-1.4,1.1,-12,10,0,/,39,5.6,5
Cc1cc(C(=O)CSc2nnc(N)s2)c(C)n1Cc1cccs1,0.6,5,-1.0,0.4,11,3,3,/,8,2.3,-2
O=C1CCCC2=C1C(c1ccc(Cl)cc1)C1C(=O)c3ccccc3C1=N2 (stereo unspecified),-3.4,10,-1.9,0.1,3,6,6,105,-21,0.7,-1
O=c1cc(CN2CCN(S(=O)(=O)c3ccccc3)CC2)nc2sccn12,-0.6,4,-0.9,2.9,6,28,-8,96,-6,1.9,1
CCOC(=O)c1ccc(NC(=O)NNS(=O)(=O)c2cc(OC)ccc2OC)cc1,-3.6,-1,0.2,0.1,3,15,10,107,0,-4.0,2
O=C1C(c2ccccc2)SC(=Nc2ccccc2)N1S(=O)(=O)c1ccccc1 (stereo unspecified),-1.4,19,-4.6,1.4,-19,23,-6,112,-3,2.1,-5
COC(=O)c1c(NC(=O)CC2SC(N)=NC2=O)sc(C)c1C (stereo unspecified),-2.0,-2,0.3,1.4,214,-9,-9,110,-41,-2.4,-15
Cc1ccc(C)c(S(=O)(=O)N2CCN(C(=O)c3cc(S(=O)(=O)NCc4ccccc4)ccc3C)CC2)c1,0.6,7,-1.2,1.3,114,41,-5,101,3,0.8,7
CCOc1ccc(-c2n[nH]c(C)c2-c2ccccc2OC)c(O)c1,1.3,-48,8.8,4.3,/,-3,-8,100,-34,2.4,8
Cc1noc2ncnc(N3CCCC3)c12,1.5,9,-1.8,3.8,-8,15,-4,107,7,7.4,-2
Cc1ccc(C(=O)Nc2ccc(S(=O)(=O)NC3=NCCCCC3)cc2)cc1S(=O)(=O)N1CCOCC1,-3.1,7,-1.9,0.9,14,28,-4,98,0,0.1,2
O=C(Nc1ccc2c(c1)OCO2)c1ccccn1,-2.1,-2,0.5,1.2,6,49,2,113,1,0.3,-3
CCOc1ccccc1Nc1nc(N)nc(Cl)c1CC,/,-11,2.2,3.0,/,6,-4,114,12,/,-1
COc1cccc(CC(=O)OCC(=O)NC2CCCC2)c1,-1.9,7,-1.8,2.1,-1,-4,-6,109,5,0.8,0
Cc1cc(=O)n2[nH]c(N)c(N=Nc3ccccc3F)c2n1,-2.1,21,-4.1,-1.9,70,5,7,/,-40,4.0,-6
CN(CC(=O)Nc1ccc(F)c(F)c1F)C(=O)c1ccc(-n2cncn2)c([N+](=O)[O-])c1,0.3,-2,0.3,2.0,6,4,3,103,/,1.0,-8
CC1Cc2ccccc2N1C(=O)CCn1c(=O)sc2ccccc21 (stereo unspecified),1.9,12,-2.0,0.7,-3,-4,-8,98,-8,-1.1,-3
Cc1ccc2nc(CCl)[n+]([O-])c(-c3ccccc3)c2c1,-0.6,10,-2.0,1.9,127,18,-1,94,7,3.5,-7
O=C(NCCCN1CCN(c2ccccc2F)CC1)C1CCCN(S(=O)(=O)c2cnc[nH]2)C1 (stereo unspecified),1.8,-4,0.8,1.4,/,-8,10,104,5,5.6,7
CC1CCCN(C(=O)CCNS(=O)(=O)c2ccc3c(c2)oc(=O)n3C)C1 (stereo unspecified),1.5,12,-2.4,2.4,1,10,-5,98,16,5.9,-4
CN(C)C(=O)CSc1nc2ccccc2n1Cc1ccccc1,-0.7,11,-1.8,1.3,-2,-2,-8,95,15,0.7,3
c1ccc(-c2cc(-c3ccccc3)on2)cc1,0.3,2,-0.5,0.5,1,7,-13,97,6,0.1,-1
CC(C)CC(=O)N1CCN(S(=O)(=O)c2ccc(Cl)cc2)CC1,0.0,10,-2.0,3.0,22,-2,3,99,20,4.2,-4
COC(=O)c1ccc(Cn2nnc3c(=O)[nH]c(C4CCCN(S(=O)(=O)c5cccc(Cl)c5)C4)nc32)cc1 (stereo unspecified),-0.2,19,-3.6,-0.5,9,-3,-4,95,-24,-0.6,8
CCCn1c2ccc(C)cc2c2nnc(SCCN3CCOCC3)nc21,0.6,1,-0.2,-2.7,4,8,-9,110,-37,2.1,-7
CCN(CC)C(=O)CN1C(=O)NC2(CCc3ccccc3C2)C1=O (stereo unspecified),-1.0,5,-1.1,2.5,-19,-10,8,102,-23,2.1,3
CCOC(=O)C(NC(=O)c1ccccc1)=C(C)C,-0.4,-6,1.0,2.2,13,-10,11,101,-4,1.1,-15
Cc1ccccc1-c1ccc(/C=C2/SC(N3CCOCC3)=NC2=O)o1,-0.9,19,-3.7,2.2,-3,13,0,107,-18,0.6,3
COc1cc(NC(=O)c2ccccc2F)ccc1NC(=O)c1ccccc1Cl,3.5,2,-0.2,3.3,21,4,1,104,-2,-0.7,-2
Cn1nccc1C(=O)OCC(=O)Nc1nc(-c2ccccc2)cs1,-1.6,-2,0.3,1.4,7,3,-3,105,/,5.5,4
O=C(c1ccncc1)N1CCN(C2CCCCC2)CC1,0.0,5,-1.0,4.2,3,39,2,100,-18,1.0,-9
CCCn1c(=O)c(C(=O)Nc2c(C)n(C)n(-c3ccccc3)c2=O)c(O)c2ccccc21,-3.2,11,-1.8,-1.2,2,-1,-6,/,/,1.1,4
COc1cc2sc3ccc(C#Cc4ccccn4)cc3c(=O)c2cc1OC,0.8,11,-2.3,1.2,-10,-13,-13,78,-3,1.1,0
COc1cc(CNCc2ccncc2)cc(OC)c1OC,0.3,0,-0.1,0.9,11,6,-17,96,-11,6.0,-9
Cn1c(NC(=O)C[n+]2cc(-c3ccccc3)n3c2CCC3)cc(=O)n(C)c1=O,1.4,-4,0.7,-0.5,/,1,-5,104,-9,2.7,-8
COc1ccc(-c2nnn(CC(=O)N(Cc3ccccc3Cl)C(C(=O)NCC3CCCO3)c3ccco3)n2)cc1OC (stereo unspecified),-2.2,14,-2.6,-0.6,10,5,-2,109,/,1.6,6
CCOC(=O)c1[nH]c2ccc(OCC)cc2c1NC(=O)CN1CCCC(C)C1 (stereo unspecified),1.4,-8,1.6,1.1,-16,28,-6,98,/,2.1,6
COc1ccc(Cc2nc(-c3ccc(NC(=O)c4cccnc4)cc3)no2)cc1,-0.1,4,-0.8,2.9,-1,-9,5,100,39,4.0,-10
O=C1C2CC=CCC2C(=O)N1c1n[nH]c(Cc2ccccc2)n1 (stereo unspecified),-2.7,11,-2.4,-1.4,6,1,4,123,29,1.6,-4
CCOC(=O)/C=C1\CC(=O)Nc2nonc2N1,1.4,17,-3.5,0.3,-2,4,3,98,/,-0.2,-7
CC(C)(C)c1csc(NC(=O)c2cccs2)n1,2.5,-8,1.4,-0.6,3,-3,5,112,29,1.8,0
O=C(Nc1ccc2oc(=O)ccc2c1)c1cccnc1Cl,2.1,16,-2.8,2.7,-7,11,-15,97,-14,1.6,-3
O=C(Nc1ccc(N2CCOCC2)nc1N1CCOCC1)c1cccc(C(F)(F)F)c1,0.7,14,-2.7,-0.8,166,10,5,108,-14,0.6,2
Cn1cccc1C(C#N)c1ncc(C(F)(F)F)cc1Cl (stereo unspecified),0.4,13,-2.8,1.5,87,2,8,96,-4,-1.5,0
Cc1ccc(-c2nc(C#N)c(N3CCCCC3)o2)cc1,-3.8,-24,4.1,3.0,-10,-4,-2,103,-11,-0.6,7
CC(=O)Nc1cc(NC(C)=O)cc(C(=O)N2CCCC3CCCCC32)c1 (stereo unspecified),-0.2,10,-1.8,2.2,-2,-16,-2,98,5,4.6,4
COc1ccc(OCC(=O)Nc2ccc3c(c2)nc(CCN2CCCC2)n3C)cc1,1.6,11,-2.1,2.8,-6,-3,-5,/,13,0.3,-2
Cc1cccc(NS(=O)(=O)c2ccc(C)c(C(=O)NCCCN3CCOCC3)c2)c1,/,16,-3.0,1.9,/,30,-5,102,/,/,-6
COc1cc(C(C(=O)NC2CCCCC2)N(Cc2ccco2)C(=O)c2cnccn2)cc(OC)c1OC (stereo unspecified),0.3,-2,0.3,4.7,123,0,1,88,15,0.3,-7
Cc1nc(Nc2ccc(F)cc2)nc(Nc2ccc(F)cc2)c1[N+](=O)[O-],-0.3,-18,3.3,-0.2,67,3,-6,97,7,0.2,-2

# Bioassay records (PubChem)
